PTHR1 ag = activates the human parathyroid hormone receptor PTHR1; Q03431; HEK293 GP2 PTHR1 cells, GloSensor cAMP luminescence, 1 h; Potency, µM (top dose mostly 115 µM), for the others: at the highest dose activation, usual class: activators; 410,000 compounds, 0.075% hits; AID 743266; active means well fitted activation curve with a large enough effect; inconclusive means small, poorly fitted or top-dose-only effect, or another doubt; inactive means no such curve, though single readings can be large or run the other way; further: potency means the concentration at half of the fitted maximal effect; nearly all actives have a fitted effect of over 55% in size; some results filed as inactive show a strong effect at the top dose; inactives centre near -15; many of its hits are not listed in these tables
Target sequence (Q03431 whole entry, looked up): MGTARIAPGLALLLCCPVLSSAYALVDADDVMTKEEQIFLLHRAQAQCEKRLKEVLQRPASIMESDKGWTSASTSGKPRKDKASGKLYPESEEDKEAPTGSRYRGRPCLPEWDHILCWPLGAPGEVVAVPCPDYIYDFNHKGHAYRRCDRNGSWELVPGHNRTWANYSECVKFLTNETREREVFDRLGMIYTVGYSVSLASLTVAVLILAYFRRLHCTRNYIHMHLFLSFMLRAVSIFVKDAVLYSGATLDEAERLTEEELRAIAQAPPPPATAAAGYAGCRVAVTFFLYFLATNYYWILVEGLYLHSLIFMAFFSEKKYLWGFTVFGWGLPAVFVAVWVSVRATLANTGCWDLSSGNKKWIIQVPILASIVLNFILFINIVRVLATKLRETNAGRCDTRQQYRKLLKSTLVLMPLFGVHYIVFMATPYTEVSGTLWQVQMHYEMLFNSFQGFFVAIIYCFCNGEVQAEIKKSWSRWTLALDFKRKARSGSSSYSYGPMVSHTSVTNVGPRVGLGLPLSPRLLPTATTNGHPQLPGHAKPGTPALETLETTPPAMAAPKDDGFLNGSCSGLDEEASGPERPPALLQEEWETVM
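HEK-293-derived GP2 cells expressing PTHR1 and a GloSensor cAMP reporter, 3,000/well, plated overnight, given luciferin plus IBMX (each 0.5 mM as added) for 1 h at 37 °C, then compound for 1 h at 37 °C. Luminescence was read after 15 min at room temperature.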
DRD3 agonist = D3 dopamine receptor (human) agonism; P35462; max activation, %; AID 652048; D3R DiscoveRx beta-arrestin cells, luminescence, 90 min; 410,000 compounds, 0.58% hits; in the data active means max activation above about 30%; further: 0% is about no effect; mostly tested at two doses, the higher about 12 µM
Target sequence (P35462 whole entry, looked up): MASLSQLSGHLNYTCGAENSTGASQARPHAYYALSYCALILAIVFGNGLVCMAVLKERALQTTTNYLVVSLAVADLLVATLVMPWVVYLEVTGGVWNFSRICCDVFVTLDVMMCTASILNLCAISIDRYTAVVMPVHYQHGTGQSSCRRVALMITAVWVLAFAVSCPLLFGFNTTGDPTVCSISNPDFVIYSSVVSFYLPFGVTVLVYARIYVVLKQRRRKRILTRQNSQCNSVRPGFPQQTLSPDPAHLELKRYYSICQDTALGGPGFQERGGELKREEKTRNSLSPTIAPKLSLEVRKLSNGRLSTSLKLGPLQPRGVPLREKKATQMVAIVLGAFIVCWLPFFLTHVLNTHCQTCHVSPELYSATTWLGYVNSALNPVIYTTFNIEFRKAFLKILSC
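Agonist mode: compounds and dopamine controls were applied to plated cells for 90 min at 37 degrees C after an overnight attachment at 1500 cells/well. Luminescent read-out followed 30 - 60 minutes at room temperature with DiscoveRx detection reagent.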
Numbers without * were called inactive; i = inactive; ? = inconclusive; [ ] = another dose, or the depositor's remark. This is a subset; rates above refer to the full screens.

| compound | PTHR1 ag | DRD3 agonist |
| --- | --- | --- |
| CCOC(=O)c1c(NC(=O)COc2ccc(F)cc2)sc2c1CCC(C)C2 (stereo unspecified) | i | -2 |
| Cc1cccc(NC(=O)c2cc3c(=O)n(Cc4cccnc4)ccc3nc2C)c1 | i | 0 |
| Cc1ccc(NC(=O)Cn2c(=O)n(Cc3ccc4c(c3)OCO4)c(=O)c3ccccc32)cc1 | -12% | 2 |
| CCc1ccccc1-n1c2c(cc(-c3nc(-c4ccc(Cl)cc4)cs3)c1=O)C(=O)CC(C)(C)C2 | -15% | -6 |
| COc1cc(NC(=O)C2CCN(S(=O)(=O)c3ccc4c(c3)CCCC(=O)N4)CC2)cc(OC)c1 | i | 8 |
| Cc1ccc(C(=O)COC(=O)C(Cc2c[nH]c3ccccc23)NC(=O)c2ccc(C(C)(C)C)cc2)cc1 (stereo unspecified) | 6% | -6 |
| O=C(Nc1cc(C(F)(F)F)ccc1Cl)c1nc2ccccc2nc1N1CCCCC1 | -18% | 2 |
| CCC(CO)Nc1ncnc2c1cnn2-c1ccc(C)cc1 (stereo unspecified) | -90%[inhibitor] | 2 |
| COC(=O)c1ccc(NC(=O)CN(c2cccc(C(F)(F)F)c2)S(C)(=O)=O)cc1 | -69%[inhibitor] | -12 |
| CSc1ccc(CCNC(=O)c2cc3cc4cc(C)ccc4nc3s2)cc1 | i | -4 |
| CCN(CC)c1ccc(NC(=O)c2cc3c(=O)n4cccc(C)c4nc3n2C)c(C)c1 | 1% | 3 |
| CC(C)c1ccc(NS(=O)(=O)c2ccc3[nH]cc(C(=O)N4CCCC4)c(=O)c3c2)cc1 | 0% | 5 |
| COc1cccc(-c2cc(C(=O)NCc3ccc(F)cc3)no2)c1 | -16% | -12 |
| COc1cc(C(=O)NCC(c2cccnc2)N2CCc3ccccc32)cc(OC)c1OC (stereo unspecified) | i | 4 |
| CCC(CC)c1nn2c(=O)cc(COc3ccc(NC(=O)c4ccc(Cl)cc4)cc3)nc2s1 | i | 2 |
| CCOC(=O)c1ccc2c(c1)sc1nc(-c3ccc(OCC)cc3)cn12 | -2% | 7 |
| COc1ccc(-c2noc(-c3ccc(NCCc4ccccc4)c([N+](=O)[O-])c3)n2)cc1OC | i | 4 |
| CCc1ccc2c(c1)c(=O)c(S(=O)(=O)c1ccccc1)cn2CC(=O)Nc1cc(C)ccc1C | -30%[inhibitor] | -15 |
| CCOC(=O)c1ccc(NC(=O)CCc2c(C)nc3c(-c4ccc(F)cc4)c(C)nn3c2C)cc1 | -72%[inhibitor] | -6 |
| CCOc1ccc(-c2nnc(SCC(=O)NCCc3ccc(OC)c(OC)c3)nc2-c2ccc(OCC)cc2)cc1 | i | -7 |
| Cc1ccc(-c2nnc(Nc3cccc(Cl)c3)c3ccccc23)cc1S(=O)(=O)N1CCOCC1 | i | -13 |
| CCn1c(=O)c2cc(C(=O)NCc3ccc(F)cc3Cl)sc2c2ccccc21 | -10% | -12 |
| COc1ccccc1N1CCN(C(=O)c2ccc3c(c2)N(Cc2cc(C)ccc2C)C(=O)c2ccccc2S3(=O)=O)CC1 | -30% | 4 |
| COc1cc(C2C(=O)N(C3CCCCC3)CC(=O)N2CCC2=CCCCC2)ccc1OC(C)C (stereo unspecified) | ? | 3 |
| COc1ccc(NC(=O)c2cccn2-c2nnc(N3CCCCC3)s2)c(OC)c1 | -4% | -2 |
| Cc1ccc(OCC(=O)Nc2cccc(OCc3cc(=O)n4cccc(C)c4n3)c2)cc1C | i | -9 |
| Cc1cccc(CN2C(=O)c3ccccc3S(=O)(=O)c3ccc(C(=O)N4CCCC4)cc32)c1 | -3% | 1 |
| COc1ccccc1CNC(=O)CCC1N=C2c3ccccc3N=C(SCC(=O)Nc3ccc(N(C)C)cc3)N2C1=O (stereo unspecified) | i | -6 |
| O=C(Nc1c(C(=O)c2ccc(Cl)cc2)oc2ccccc12)c1cc(=O)c2ccccc2o1 | 14% | -4 |
| COc1ccc(C)c2sc(NC(=O)c3ccc(S(=O)(=O)N4CCOCC4)cc3)nc12 | i | 2 |
| COc1ccc(CNC(=O)c2ccc(CSc3nc4ccncc4n3Cc3ccccc3F)cc2)cc1 | -24% | -15 |
| CCN1CCN(Cc2c(O)ccc3c(=O)c(Oc4ccccc4Cl)c(C(F)(F)F)oc23)CC1 | -6% | -20 |
| Cc1ccccc1CSCCNC(=O)CN(c1ccccc1)S(=O)(=O)N(C)C | -11% | -3 |
| Cc1ccccc1CSCCNC(=O)C1CCN(S(=O)(=O)Cc2ccccc2)CC1 | -2% | -3 |
| CCOC(=O)c1cc(-c2ccccc2)n(CC(=O)NC(C)c2ccccc2)c1C (stereo unspecified) | i | -3 |
| COC(=O)c1ccccc1NC(=O)c1cc2c(-c3ccc(OC)c(OC)c3)nn(C)c2s1 | i | 1 |
| CCN(CC)S(=O)(=O)c1ccc(NC(=O)CN(c2ccccc2)S(=O)(=O)N(C)C)cc1 | i | -2 |
| COc1ccc(OCC(=O)N2CCN(C(=O)c3ccc(OC)c(OC)c3)CC2)cc1 | 2% | 6 |
| Cc1ccc(S(=O)(=O)C(CNC(=O)C(=O)NCCc2ccccc2)c2cccs2)cc1 (stereo unspecified) | -74%[inhibitor] | -4 |
| COc1ccc(CCN2C(=O)c3[nH]nc(-c4ccccc4O)c3C2c2ccc(OC)cc2)cc1 (stereo unspecified) | -35%[inhibitor] | 6 |

Seven compounds from above, sorted by molecular weight, low to high:
| compound | PTHR1 ag | DRD3 agonist |
| --- | --- | --- |
| COc1ccc(NC(=O)c2cccn2-c2nnc(N3CCCCC3)s2)c(OC)c1 | -4% | -2 |
| O=C(Nc1c(C(=O)c2ccc(Cl)cc2)oc2ccccc12)c1cc(=O)c2ccccc2o1 | 14% | -4 |
| Cc1ccccc1CSCCNC(=O)C1CCN(S(=O)(=O)Cc2ccccc2)CC1 | -2% | -3 |
| COC(=O)c1ccccc1NC(=O)c1cc2c(-c3ccc(OC)c(OC)c3)nn(C)c2s1 | i | 1 |
| COc1ccc(CNC(=O)c2ccc(CSc3nc4ccncc4n3Cc3ccccc3F)cc2)cc1 | -24% | -15 |
| COc1ccccc1CNC(=O)CCC1N=C2c3ccccc3N=C(SCC(=O)Nc3ccc(N(C)C)cc3)N2C1=O (stereo unspecified) | i | -6 |
| COc1ccccc1N1CCN(C(=O)c2ccc3c(c2)N(Cc2cc(C)ccc2C)C(=O)c2ccccc2S3(=O)=O)CC1 | -30% | 4 |

Next section
| compound | PTHR1 ag | DRD3 agonist |
| --- | --- | --- |
| Cc1coc2c(C)c3oc(=O)c(CC(=O)NCc4ccccc4)c(C)c3cc12 | -15% | -5 |
| CC(=O)Nc1ccc(NC(=O)CSc2nnc3c4cc(Br)ccc4n(C)c3n2)cc1 | i | -9 |
| Cc1ccc(S(=O)(=O)c2nnn3c2nc(N2CCN(c4ccccc4F)CC2)c2ccccc23)cc1C | 9% | -8 |
| COc1ccc(NC(=O)c2oc3ccccc3c2NC(=O)COc2ccc(C(C)C)cc2)c(OC)c1 | i | -6 |
| COc1ccc(C)cc1NC(=O)Cn1c(=O)oc2cc(S(=O)(=O)N3CCCCC3)ccc21 | -7% | 0 |
| Cc1ccc(CNC(=O)c2cc3c(s2)-c2ccccc2SC3)cc1 | i | -9 |
| COC(=O)c1sc2cccc(F)c2c1S(=O)(=O)Nc1cc(OC)cc(OC)c1 | -5% | -3 |
| COc1ccc(Br)cc1C(=O)Nc1ccc(-c2nc3cc(Cl)ccc3o2)cc1 | i | 1 |
| Cc1ccc(C)c(Nc2nn3c(=O)c4ccc(C(=O)NCc5cccs5)cc4nc3s2)c1 | i | -1 |
| CCOc1ccc(C2c3[nH]c4ccccc4c3CCN2C(=O)Cc2cccc(OCC)c2OCC)cc1 (stereo unspecified) | i | -24 |
| CC(=O)N1c2ccccc2C(=O)C1N1CCN(c2cc(Cl)ccc2C)CC1 (stereo unspecified) | i | -1 |
| CCCCN(CC)C(=O)CSc1nc2c(sc3ccccc32)c(=O)n1CCc1ccccc1 | -57% | -12 |
| Cc1cccc(N2CCN(C(c3ccc(F)cc3)c3nnc(-c4ccccc4)o3)CC2)c1C (stereo unspecified) | -9% | -10 |
| Cn1cc(-c2cc3n(n2)CCC(=O)N3CCCC(=O)NCc2ccc(F)cc2)c2ccccc21 | -11% | -5 |
| COCCOC(=O)c1c(C)oc2c1cc(NS(=O)(=O)c1ccc(Cl)c(C)c1)c1ccccc12 | i | -4 |
| COc1ccc(-c2nc3c(c(SCC(=O)N4CCCCC4)n2)Cc2cc(C)ccc2O3)cc1 | ? | 3 |
| COc1ccc(C2c3c(oc4cc(C)cc(C)c4c3=O)C(=O)N2Cc2ccco2)cc1OC (stereo unspecified) | i | 3 |
| CCOc1ccc(-c2nc(C(N)=O)c3c(n2)n(-c2ccc4c(c2)OCO4)c(=O)n3CC)cc1 | -1% | -11 |
| O=C(c1cc(-c2ccc(Cl)cc2)n[nH]1)N1CCN(S(=O)(=O)c2ccc(Br)s2)CC1 | i | 13 |
| Cc1nc(-c2ccc(C)c(S(=O)(=O)N3CCC(C(=O)Nc4ccc(Cl)cc4)CC3)c2)no1 | -85%[inhibitor] | -13 |

(continued)
Every second line gives: PTHR1 ag, DRD3 agonist
- Cc1cn2c(=O)cc(COC(=O)c3ccc(NC(=O)c4ccccc4C)cc3)nc2s1
→ -25%, 8
- COc1ccc(/C=C/c2nc3ccccc3c(=O)n2-c2cccc(C(F)(F)F)c2)cc1
→ -77%[inhibitor], -5
- CC(C)CCn1c(=O)c2cccnc2n(CC(=O)Nc2ccccc2F)c1=O
→ -5%, -22
- Cn1cc(S(=O)(=O)N2CCc3ccccc32)cc1C(=O)Nc1ccc(C(F)(F)F)cc1
→ -32%[inhibitor], 1
- COc1ccc(N2CC(NC(=O)c3c(F)cccc3Cl)CC2=O)cc1OC (stereo unspecified)
→ i, 9
- CCCC(O)c1nc2ccccc2n1CCCCOc1ccc(OC)cc1 (stereo unspecified)
→ i, 0
- O=C(CSc1nccn1Cc1ccc(Cl)cc1)NCc1ccccc1
→ i, -9
- O=S(=O)(NCCc1cn2ccsc2n1)c1ccc(Cl)cc1
→ -4%, -18
- Cc1cccc(OCc2ccc(-c3nc(C#N)c(N4CCC(C(N)=O)CC4)o3)o2)c1
→ -10%, -16
- COc1cc(NC(=O)CC2C(=O)N(c3ccccc3)C(=O)N2Cc2ccc(F)cc2)cc(OC)c1 (stereo unspecified)
→ i, 5
- COc1ccc(OCC(=O)NCc2ccc3c(c2)CCN3C(=O)c2ccccc2)cc1
→ -13%, -7
- CCCCOc1ccc(NC(=O)CSc2ccc(C(=O)O)cn2)cc1
→ -8%, 9
- CCOC(=O)c1ccc(NC(=O)/C(C#N)=C/c2ccc(OC)cc2)cc1
→ -4%, 3
- Cc1ccc(N2C(=O)CSC23C(=O)N(CC(=O)NCc2ccccc2)c2ccccc23)cc1 (stereo unspecified)
→ 30%, -5
- Cc1cccc(CCNC(=O)c2cc3c(s2)-c2c(C)cccc2OC3)c1
→ -6%, -14
- Cc1ccccc1-c1nnn(CC(=O)Nc2sc3c(c2C#N)CCC(C(C)(C)C)C3)n1 (stereo unspecified)
→ -2%, -1
- O=C(CSCc1ccccc1Cl)NCc1ccc(Cl)c(Cl)c1
→ -43%, -9
- CCc1ccc(NC(=O)CSC2=Nc3ccccc3C3=NC(CCC(=O)NCc4ccco4)C(=O)N23)cc1 (stereo unspecified)
→ i, 1
- Cc1ccc(N(C)S(=O)(=O)c2nnc(NC(=O)C3CCCCC3)s2)cc1
→ i, 4
- CCC(=O)N1CCc2cc(Br)cc(S(=O)(=O)N3CCC(C(=O)Nc4cccc(C)c4)CC3)c21
→ i, 1
- Cc1cccc(-c2noc(-c3cccnc3NCc3ccco3)n2)c1
→ i, 1
- COc1cccc(CC(=O)Nc2ccc3nc(Nc4cccc(C(F)(F)F)c4)cc(C)c3c2)c1
→ -5%, 3
- O=C(/C=C/c1ccccc1)N1CCN(Cc2cc(=O)n3nc(-c4ccccc4F)sc3n2)CC1
→ ?, 5
- CCOC(=O)c1ccc(NC(=O)CN2Cc3ccccc3C2=O)cc1
→ i, 2
- CCC(=O)N1c2ccccc2CC1C(=O)NCc1ccccc1Cl (stereo unspecified)
→ -7%, -8
- O=C(CSc1oc(-c2ccco2)nc1S(=O)(=O)c1ccc(Cl)cc1)c1ccccc1
→ 14%, -5
- CCOc1ccc(-n2c(SCc3nc(-c4ccccc4C)no3)nnc2-c2ccccc2)cc1
→ -1%, 11
- O=C(O)CCc1ccc(-c2ccccc2)n1CC(=O)Nc1ccccc1C(F)(F)F
→ -23%, 7
- CCOc1ccc(C(=O)NCc2nc(-c3ccc(Cl)cc3)no2)cc1OCC
→ -7%, -8
- Cc1ccc(C)c(Cn2c(=O)n(-c3ccccc3)c(=O)c3c4c(sc32)CCCC4)c1
→ -17%, 2
- Cc1cccc(S(=O)(=O)Nc2cccc(-c3ccc(N4CCCCC4)nn3)c2)c1
→ -21%, 6
- CCc1ccc(-c2cn3nc(CC)sc3n2)cc1
→ i, -11
- CC1(C)N=C(SCc2ccc(F)cc2)c2ccccc2N1
→ -4%, -30
- CC1CCc2c(sc3nnn(CC(=O)Nc4ccc(Cl)cc4)c(=O)c23)C1 (stereo unspecified)
→ i, -26
- O=C(NC1(C(F)(F)F)N=C(c2ccccc2)N(C2CCCCC2)C1=O)c1ccccc1F (stereo unspecified)
→ i, -5
- COc1cccc(NC(=O)Cn2c(=O)n(Cc3nc(-c4ccccc4)no3)c(=O)c3ccccc32)c1
→ i, -2
- CC(=O)c1cccc(NC(=O)CCn2nc(C)c(S(=O)(=O)N(C)C)c2C)c1
→ -10%, 5
- COc1cccc(NC(=O)c2ccc3[nH]c(C)cc(=O)c3c2)c1
→ i, -14

Screening results as filed in PubChem.
